Compound activity: PubChem, National Center for Advancing Translational Sciences (NCATS)
VP16 counter: counter-screen for ROR gamma inhibitors: Gal4-VP16 reporter | Drosophila S2 Gal4-VP16 UAS-luciferase, luminescence, 20 h | Potency, µM (top dose mostly 53.6 µM), inactives show at the top dose activity, negative = inhibition, actives largely listed as inhibitors | 310,000 compounds, 3.5% hits | AID 2546;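 also: Gal4-VP16 expression switched on by copper sulfate through the metallothionein promoter; potency is read from the fitted curve at half-maximal effect; % is scaled to controls: 0 for no effect and ±100 for the full control effect; nearly all actives have a fitted effect of over 50% in size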
uPA generation: cell surface uPA generation inhibition | cell surface uPA generation assay, qHTS | Potency, µM (titrated, usually from 38.3 µM), for the others: at the top dose activity change, negative = inhibition, hits mostly inhibitors | 330,000 compounds, 0.31% hits; active = well fitted inhibition curve with a large enough effect; inconclusive = small, poorly fitted or top-dose-only effect; inactive = no such curve, though single readings can be large or run the other way; tested in mouse RAW 264.7 cells; also: potency is read from the fitted curve at half-maximal effect; % is scaled to controls: 0 for no effect and ±100 for the full control effect; nearly all actives have a fitted effect of over 55% in size
FLuc modulator: counter-screen for miR-21 project: firefly luciferase inhibitors or activators. P08659. purified FLuc, Km substrates, luminescence inhibition. Potency, µM (highest dose often 57.5 µM), without a hit: at the top dose activity change, negative = inhibition, most hits filed as inhibitors. 360,000 compounds, 6.9% hits;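 also: potency is read from the fitted curve at half-maximal effect; plate controls were vehicle for no effect and reference inhibitor for full effect; nearly all actives have a fitted effect of over 55% in size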
Target sequence (P08659 whole entry, looked up): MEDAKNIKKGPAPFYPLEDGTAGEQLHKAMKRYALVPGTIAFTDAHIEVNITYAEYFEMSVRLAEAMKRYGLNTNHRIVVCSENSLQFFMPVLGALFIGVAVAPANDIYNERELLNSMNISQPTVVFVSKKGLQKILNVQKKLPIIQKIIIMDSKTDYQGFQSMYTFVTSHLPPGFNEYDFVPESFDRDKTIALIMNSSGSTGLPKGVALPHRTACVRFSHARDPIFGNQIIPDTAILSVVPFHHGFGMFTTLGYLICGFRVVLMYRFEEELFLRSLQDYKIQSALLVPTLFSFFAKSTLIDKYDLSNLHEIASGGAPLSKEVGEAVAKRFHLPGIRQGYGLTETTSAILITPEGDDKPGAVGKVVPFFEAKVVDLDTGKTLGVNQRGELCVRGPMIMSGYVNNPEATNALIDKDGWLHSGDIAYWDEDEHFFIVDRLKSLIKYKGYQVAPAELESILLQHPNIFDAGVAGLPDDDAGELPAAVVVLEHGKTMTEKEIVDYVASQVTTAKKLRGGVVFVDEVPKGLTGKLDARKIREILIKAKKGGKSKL
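Purified P. pyralis luciferase (10nM final) with 10uM D-luciferin and 10uM ATP (Km levels) in 50mM Tris acetate pH 7.5, 10mM Mg acetate, 0.01% Tween-20, 0.05% BSA; qHTS 6-point titration, ~60 µM downward; luminescence read.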
NPC1 prom act: NPC1 promoter activation; 320,000 compounds, 2.4% hits; Potency, µM (highest dose often 9.22 µM), inactives show top-dose activation, hits mostly activators; Huh7 NPC1 promoter luciferase reporter, 24 h; AID 485313;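 also: potency is read from the fitted curve at half-maximal effect; % of control where 0% means no effect; nearly all actives have a fitted effect of over 60% in size; reporter is driven by a mutant NPC1 promoter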
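NPC1 promoter–luciferase Huh7 cells; 24 h compound; luminescence.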
Rab9 promoter act: Rab9 promoter activation; Huh7 Rab9 promoter-luciferase reporter, luminescence, 24 h; 320,000 compounds, 2.8% hits; AID 485297; Potency, µM (highest dose often 9.22 µM), for inactives: at the top dose activation, negative = inhibition, actives largely listed as activators; also: potency is read from the fitted curve at half-maximal effect; % of control where 0% means no effect; nearly all actives have a fitted effect of over 60% in size
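Stable Rab9-luc Huh7, 1500 cells/well, 2 h settle; cmpd in DMSO, 24 h, 37 °C/5% CO2; luciferase reagent 10 min RT; luminescence.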
ELG1 genotoxic: induces genotoxicity in HEK293T cells with luciferase-tagged ELG1; HEK293T ELG1-luciferase reporter, luminescence, 16 h; Potency, µM (titrated, usually from 46 µM), for inactives: at the highest dose activity change, positive = activation, usual class: activators; 330,000 compounds, 1.3% hits; also: potency is read from the fitted curve at half-maximal effect; % of control where 0% means no effect; nearly all actives have a fitted effect of over 60% in size
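Genotoxicity was scored as increased ELG1-luciferase reporter signal, measured by ONE-Glo luminescence (30 min, room temperature). Compound or vehicle exposure of the HEK293T reporter cells lasted 16 hr at 37°C.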
RORg inh: ROR gamma (mouse) transcription inhibition; Potency, µM (series often up to 53.6 µM), without a hit: at the highest dose activity change, negative = inhibition, most hits filed as inhibitors; 310,000 compounds, 5.4% hits; AID 2551; P51450; Drosophila S2 Gal4-RORgamma UAS-luciferase reporter, 20 h; also: potency is read from the fitted curve at half-maximal effect; % is scaled to controls: 0 for no effect and ±100 for the full control effect; nearly all actives have a fitted effect of over 60% in size
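Stable Schneider cell line, Gal4 DNA-binding domain fused to ROR gamma, UAS-luciferase. Cmpd 1 hr RT → CuSO4 700 uM final → 20 hr RT → luciferase reagent 10 min → luminescence.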
Tb PFK block: T. brucei PFK enzyme inhibition; Potency, µM (top dose mostly 57.5 µM), inactives show top-dose activity, negative = inhibition, hits mostly inhibitors; 330,000 compounds, 0.17% hits; AID 485367; T. brucei PFK, ADP-Glo luminescence;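 also: potency is read from the fitted curve at half-maximal effect; 0% = uninhibited 1x PFK enzyme wells and -100% = no-enzyme wells; nearly all actives have a fitted effect of over 60% in size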
Target sequence (O15648 whole entry, looked up): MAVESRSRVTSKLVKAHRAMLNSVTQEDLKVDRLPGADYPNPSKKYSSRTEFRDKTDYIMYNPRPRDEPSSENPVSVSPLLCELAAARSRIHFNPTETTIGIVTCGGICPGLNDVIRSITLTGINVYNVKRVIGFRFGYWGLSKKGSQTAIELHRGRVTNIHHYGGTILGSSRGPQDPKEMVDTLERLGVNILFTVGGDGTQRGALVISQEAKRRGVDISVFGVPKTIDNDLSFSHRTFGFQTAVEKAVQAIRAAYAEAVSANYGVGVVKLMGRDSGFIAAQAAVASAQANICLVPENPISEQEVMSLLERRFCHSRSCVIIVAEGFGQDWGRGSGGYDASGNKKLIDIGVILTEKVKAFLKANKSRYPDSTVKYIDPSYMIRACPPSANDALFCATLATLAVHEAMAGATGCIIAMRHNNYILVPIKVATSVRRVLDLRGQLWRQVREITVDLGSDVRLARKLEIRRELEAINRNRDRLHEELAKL
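Activity is normalized to no-enzyme wells (full inhibition) and 1.25 nM enzyme wells (no inhibition). Reaction: 0.5 mM F6P, 0.1 mM ATP, 45 min RT, ADP-Glo luminescence; concentration-response curves fitted and classed by quality.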
Giardia killer: kills Giardia lamblia; Giardia lamblia trophozoite viability; 340,000 compounds, 0.15% hits; activity change, % at 7.66 µM, hits read low; in the data active = activity change below about -80%; inconclusive = between about -30% and that limit;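 also: parasites exposed to compound for two days anaerobically before the ATP read; % is scaled to controls: 0 for no effect and ±100 for the full control effect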
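Luminescence from cellular ATP indicates surviving trophozoites (100 cells/well) following 48 hrs anaerobic compound treatment at 37 deg C; signal develops 15-30 min at room temperature.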
KCNH2 3.1 block: blocks the human KCNH2 3.1 channel isoform. U2OS KCNH2 3.1, thallium flux FluxOr; active compounds read low. activity change, % (tested at about 1.8 µM). 340,000 compounds, 0.95% hits;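 active = maximum activity change below -70%; inconclusive = maximum activity change from -70% to -50%; inactive = maximum activity change above -50%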;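 also: thallium influx rate constant from kinetic fluorescence after stimulation buffer; % is scaled to controls: 0 for no effect and ±100 for the full control effect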
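Measured as rate of thallium-driven FluxOr signal in transduced U2OS cells carrying the 3.1 channel, read kinetically for 2 min upon stimulation; values are rate constants scaled to DMSO control wells.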
FBPA coupling cs: coupling enzyme interference in Giardia aldolase counter-screen; coupling enzyme system counterscreen, AmpLite Red fluorescence; activity change, negative = inhibition, % at 58.2 µM, hits read low; 290,000 compounds, 0.67% hits; AID 2472; in the data active = activity change below about -30%; also: % is scaled to controls: 0 for no effect and ±100 for the full control effect
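Coupling enzymes only (glyceraldehyde-3-phosphate) + compound, at 57.5 uM final, 10 min RT; add substrate/coupling/AmpLite Red mix, 20 min RT; fluorescence ex 525/em 598 nm. Actives flag coupling-system interference.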
* = called active by the depositor; ? = inconclusive; nt = not tested or not shown; [ ] = dose if it differs, or a comment. Unless noted, calls follow the shape of the dose curve; as a rule, active = well fitted curve in the direction sought with a large enough effect; inconclusive = small, poorly fitted or top-dose-only effect, or another doubt; inactive = no such curve, though single readings can be large; an effect the other way counts as inactive or inconclusive.

SMILES	VP16 counter	uPA generation	FLuc modulator	NPC1 prom act	Rab9 promoter act	ELG1 genotoxic	RORg inh	Tb PFK block	Giardia killer	KCNH2 3.1 block	FBPA coupling cs
COc1ccc(CCC(=O)N2CCCC(Nc3ccccc3)C2)cc1OC (stereo not given)	6%	4%	-1%	0%	2%	-3%	2%	3%	-9	4	3
CCO/C=N/Nc1nc(C(F)(F)F)nc2c1cnn2Cc1ccccc1	-5%	-21%	3%	-8%	-5%[1.84 µM]	-9%	-5%	-5%	-11	-7	1
Cc1cc(C(=O)N2CCN(c3ccc([N+](=O)[O-])cc3)CC2)c(C)o1	1%	?	3%	-1%	0%	-6%	17%	1%	11	-34	5
CC1CCc2cc(F)ccc2N1C(=O)c1cccnc1 (stereo not given)	1%	-2%	-2%	0%	0%	-1%	35%[1.91 µM]	-3%	-19	-3	-1
Cc1cc(C)nc(SCC(=O)Nc2ccc(S(=O)(=O)Nc3ncccn3)cc2)n1	?	3%	-1%	-2%	0%	-1%	1%	-4%	-19	-10	8
OC(COCc1ccccc1)CN1CCCCC1 (stereo not given)	-7%	6%	0%	0%	-1%	0%[9.26 µM]	-12%	1%	-17	0	1
Cc1ccc([N+](=O)[O-])cc1NC(=O)c1c(-c2ccccc2)noc1C	-9%	-3%	3%	-3%	-2%	0%	-2%	0%	3	19	nt
CCOC(=O)C1=NNC2(c3ccc(Cl)cc3)C(=O)N(c3cc(C)cc(C)c3)C(=O)C12 (stereo not given)	-5%	-2%	5%	-2%	-1%	-2%	-11%	-5%	8	12	-4
CC1(C)NC(=O)N(CCOCCOc2ccccc2-c2ccccc2)C1=O	0%	3%	7%	-1%	-1%	-2%	1%	0%	3	0	1
CCCCN(C)C1=Nc2cccc3cccc1c23	-7%	-1%	-21%	0%	-4%	-5%	-30%	-1%	-6	-12	3
CN(C)C(=O)CN(C)S(=O)(=O)c1ccc(Cl)cc1	9%	nt	12%	-1%	-6%	-1%	22%	3%	4	-10	-1
CCn1c(=O)c(C(C)=O)c(O)c2ccccc21	-2%	-5%	-11%	-3%	-2%	-1%	-28%	2%	-4	13	-7
COc1ccc(CNc2nc3c(c(=O)n(Cc4ccc(Cl)cc4)c(=O)n3C)n2C)cc1	-19%	1%	3%	-14%	-6%	-48%[inhibitor]	?	0%	-3	2	-3
Cc1c(N=C2N=C(NC(=O)Nc3ccc(Cl)cc3)c3ccccc32)c(=O)n(-c2ccccc2)n1C	-8%	0%	0%	-18%	-10%	3%	9%	-3%	10	2	-2
Cc1cc(N2CCCC2)nc2ccccc12	8%[10 µM]	?	2%	-2%	-4%	-4%	-11%	-1%	-18	4	0
CN(C(=O)CSc1ncc(C(F)(F)F)cc1Cl)c1c(N)n(Cc2ccccc2)c(=O)[nH]c1=O	-3%	-1%	1%	-3%	3%	-8%	21%	-8%	-2	9	-1
Cc1ccc(NC(=O)CS(=O)CC(=O)N(CC(=O)NC(C)(C)C)c2cccc(C)c2C)cc1 (stereo not given)	-4%	6%	4%	-5%	2%	?	24%	-1%	-11	-1	1
Cc1ccc(S(=O)(=O)N2CCC(C(=O)NCCc3ccc(S(N)(=O)=O)cc3)CC2)cc1	3%	nt	-1%	1%	-5%	1%	-11%	4%	3	-1	2
O=C1CC(N2CCN(c3ccccc3Cl)CC2)C(=O)N1c1cccc(F)c1 (stereo not given)	-1%	6%	3%	0%	-9%	0%	16%	-1%	26	-6	-1
O=C(Nc1ccc(Cl)c(S(=O)(=O)N2CCOCC2)c1)c1ccc2c(c1)OCCO2	3%	-2%	27µM*	-1%	4%	-17%	?	0%	2	-8	0
CCOC(=O)c1c(C)n(C)c2cc(-c3ccc(C)cc3)c(O)cc12	-6%	-4%	-1%	1%	-7%	2%	?	0%	31[activator]	nt	-2
CCC(C)c1ccc(NC(=S)NC(C)C2CCCO2)cc1 (stereo not given)	18µM*	13%	?	9%	15%	2%	6.3µM*	-5%	-10	-4	3
NNC(=O)CNc1cccc(Br)c1	6%	-3%	-2%	-2%	-3%	-1%	4%	15µM*	10	-6	4
COc1ccccc1-c1nnc(NC(C)=O)s1	-3%	-4%	6.7µM*	?	?	?	-1%	-3%[0.46 µM]	2	-16	0
Cc1cc(SCCOc2ccccc2)nc(N)n1	0%	-6%	?	?	24%	17%	7%	-6%	-8	-19	0
CCOc1ccc(NC(=O)COc2ccc(S(=O)(=O)N3CCCC3)cc2)cc1	-14%	0%	-1%	-4%	0%	-15%	11%	1%	-25	23	0
O=C1c2ccccc2C(=O)c2c1cccc2N1CCCC1	?	-2%	?	-4%	3%	0%	11µM*	1%	-19	-11	-20
Cc1ccc(C)c(NC(=O)CS(=O)(=O)c2cccc3nsnc23)c1	-3%	-8%	-1%	-2%	4%	0%	?	2%	-18	2	3
Cn1c(-c2nonc2N)nc2ccccc21	-1%	4%	3%	0%	-2%	-5%	?	0%	30	-10	-1
COc1ccccc1CNC(=O)CSc1n[nH]c(N)n1	1%	0%	1%	-1%	-4%	3%	-31%	-5%	-19	21	3
O=S(=O)(/N=C(\c1ccc(Cl)cc1)N1CCOCC1)c1ccccc1	-7%	-5%	8%	-1%	-9%	0%	-16%[10 µM]	0%	0	14	0
Cc1ccc(-c2cn(-c3ccccc3)c(SCC(N)=O)n2)cc1C	-7%	12%	?	12%	18%	14%	23%[10 µM]	0%	16	4	1
CCOC(=O)C1CCN(S(=O)(=O)c2ccc(-c3ccccn3)s2)CC1	-10%	-5%	-3%	-6%	-4%	-4%	40%	3%	8	-5	4
COc1ccccc1S(=O)(=O)N1CCN(S(=O)(=O)c2cccs2)CC1	nt	-11%	-3%	-1%	-1%	1%	nt	1%	18	26	nt
CC(=O)NC12CC3CC(C1)CC(C(=O)N1CCN(S(=O)(=O)c4cccc(F)c4)CC1)(C3)C2	-10%	-1%	5%	-5%	4%	-2%	-11%	1%	4	-21	-2
CC1CCCN(Cc2nc3c(c(=O)n(C)c(=O)n3C)n2CC(N)=O)C1 (stereo not given)	6%	2%	-1%	-4%	-1%	1%	-14%	1%	20	4	-3

2 compounds from above, limited to KCNH2 3.1 block:
| smiles | KCNH2 3.1 block |
| --- | --- |
| Cc1ccc(C)c(NC(=O)CS(=O)(=O)c2cccc3nsnc23)c1 | 2 |
| Cn1c(-c2nonc2N)nc2ccccc21 | -10 |

The list continues.
SMILES	VP16 counter	uPA generation	FLuc modulator	NPC1 prom act	Rab9 promoter act	ELG1 genotoxic	RORg inh	Tb PFK block	Giardia killer	KCNH2 3.1 block	FBPA coupling cs
COc1ccc(-c2cc(C(F)(F)F)n3ncc(C(=O)N(C)Cc4ccccc4)c3n2)cc1	-3%	-6%	4%	-9%	-9%	2%	-17%	-3%	-4	4	-2
COc1ccc(C(=O)NCc2ccc3c(c2)cc(C)n3C)cc1OC	22%	12%	?	-3%	1%	-5%	4%	0%	-14	-4	-8
CC(C)C(C(=O)Nc1sc2c(c1C#N)CCCCC2)N1C(=O)c2ccccc2C1=O (stereo not given)	-5%	4%	1%	0%	0%	0%	0%	-1%	1	-7	nt
CCCCN(CC)CCNC(=O)c1cc2c(=O)n(C)c3ccccc3c2n1C	0%	-12%	-1%	-2%	2%	15%	-2%	4%	29	3	-1
COCCn1c(N)c(C(=O)NS(=O)(=O)c2ccc(C)cc2)c(=O)[nH]c1=O	-16%	-1%	-2%	-2%	-1%	-6%	22%	8%	-11	17	3

Of the compounds above, 5 contain two or more sulfur atoms.
SMILES	VP16 counter	uPA generation	FLuc modulator	NPC1 prom act	Rab9 promoter act	ELG1 genotoxic	RORg inh	Tb PFK block	Giardia killer	KCNH2 3.1 block	FBPA coupling cs
Cc1cc(C)nc(SCC(=O)Nc2ccc(S(=O)(=O)Nc3ncccn3)cc2)n1	?	3%	-1%	-2%	0%	-1%	1%	-4%	-19	-10	8
Cc1ccc(S(=O)(=O)N2CCC(C(=O)NCCc3ccc(S(N)(=O)=O)cc3)CC2)cc1	3%	nt	-1%	1%	-5%	1%	-11%	4%	3	-1	2
Cc1ccc(C)c(NC(=O)CS(=O)(=O)c2cccc3nsnc23)c1	-3%	-8%	-1%	-2%	4%	0%	?	2%	-18	2	3
CCOC(=O)C1CCN(S(=O)(=O)c2ccc(-c3ccccn3)s2)CC1	-10%	-5%	-3%	-6%	-4%	-4%	40%	3%	8	-5	4
COc1ccccc1S(=O)(=O)N1CCN(S(=O)(=O)c2cccs2)CC1	nt	-11%	-3%	-1%	-1%	1%	nt	1%	18	26	nt
